Bcl-XL Bim block: human Bim-Bcl-XL interaction inhibition. Q07817. Bim peptide-Bcl-XL binding, bead flow cytometry, fluorescence. inhibition, % at 10 µM. hit rate 0.04% among 190,000. AID 1007
RGS8-Gao reg: modulates binding of RGS8 to human Galphao; AID 1423; response (percent of control binding), % at 10 µM; hit rate 0.34% among 220,000; multiplexed bead flow cytometry; actives lie on both sides; in the data active = response below about 60% or above about 140%; inactive = in between;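 note: Galphao activated as the GDP aluminium fluoride complex binding bead-coupled RGS8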
RGS7-Gao: regulators of human RGS7-Galphao interaction. Multiplexed bead flow cytometry, RGS7-Galphao binding; actives lie on both sides. hit rate 0.35% among 220,000. AID 1439. binding response (% of control), % at 10 µM; in the data active = binding response below about 49% or above about 150%; inconclusive = no clear call, values can overlap the other calls; inactive = in between;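 note: fluorescent Galphao held in activated GDP-AlF4 state binding bead-coupled RGS7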
ABCG2 block: human ABCG2 inhibition, ABCB1 as counter-screen; hit rate 0.1% among 190,000; inhibition, % at 6.6 µM; IgMXP3 cells, JC-1 efflux, flow cytometry;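 active = inhibition above 80%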;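 note: 0% = DMSO and 100% = nicardipine control wells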
Target sequence (Q9UNQ0 whole entry, looked up): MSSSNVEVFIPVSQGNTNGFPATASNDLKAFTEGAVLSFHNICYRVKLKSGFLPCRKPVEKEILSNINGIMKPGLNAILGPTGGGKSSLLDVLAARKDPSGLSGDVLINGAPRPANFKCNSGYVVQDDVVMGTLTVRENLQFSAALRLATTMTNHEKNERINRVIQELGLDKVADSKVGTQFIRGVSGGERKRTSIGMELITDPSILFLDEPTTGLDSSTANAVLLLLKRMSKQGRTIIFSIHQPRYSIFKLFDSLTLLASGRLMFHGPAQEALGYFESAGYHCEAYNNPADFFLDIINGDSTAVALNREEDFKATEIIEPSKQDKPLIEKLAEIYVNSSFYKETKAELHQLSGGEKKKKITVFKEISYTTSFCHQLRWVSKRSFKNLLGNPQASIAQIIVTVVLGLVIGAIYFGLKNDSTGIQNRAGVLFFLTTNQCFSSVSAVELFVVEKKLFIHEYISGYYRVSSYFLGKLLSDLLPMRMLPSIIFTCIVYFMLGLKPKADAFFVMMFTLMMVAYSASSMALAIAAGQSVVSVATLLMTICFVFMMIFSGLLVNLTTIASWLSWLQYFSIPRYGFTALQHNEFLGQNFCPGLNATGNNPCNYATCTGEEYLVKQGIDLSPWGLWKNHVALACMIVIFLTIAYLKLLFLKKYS
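test system = two drug-resistant human cell lines, ABCG2 and ABCB1 | amount = 3 million cells/mL final, two lines in 1:1 ratio | reagent = JC-1 transporter substrate | doses = one concentration, 6.6 µM final | incubation = 10 min at 25 °C | signal = flow cytometric JC-1 green MFI at 530 nm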
RGS4-Gao reg: modulates binding of RGS4 to human Galphao; P09471; Multiplexed bead flow cytometry; actives lie on both sides; binding response (% of control), % at 10 µM; hit rate 0.33% among 220,000; in the data active = binding response below about 49% or above about 150%; inactive = in between;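 note: fluorescent Galphao activated with aluminum fluoride binding bead-coupled RGS4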
ABCB1 block: inhibitors of human ABCB1 transporter, ABCG2 counter-screen; CCRF-Adr cells, JC-1 efflux, flow cytometry; inhibition, % at 6.6 µM; hit rate 0.067% among 190,000; AID 1326; in the data active = inhibition above about 40%;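 note: 0% = vehicle and 100% = reference inhibitor; higher value means more JC-1 retained so stronger ABCB1 efflux block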
Bim-Bfl-1: disrupts Bim binding to human Bfl-1 | Q16548 | Bead-based flow cytometry, Bim-Bfl-1 binding inhibition | inhibition, % at 10 µM | hit rate 0.12% among 190,000 | AID 1008;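 note: 0% = wells without compound plus tracer and 100% = blocker peptide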
Mcl-1 Bim block: inhibitors of Bim-Mcl-1 interaction, human; Q07820; hit rate 0.1% among 190,000; inhibition, % at 10 µM; Bead-based flow cytometry, Bim peptide-Mcl-1 binding;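 note: 0% = no compound tracer wells and 100% = peptide blocker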
Target sequence (Q07820 whole entry, looked up): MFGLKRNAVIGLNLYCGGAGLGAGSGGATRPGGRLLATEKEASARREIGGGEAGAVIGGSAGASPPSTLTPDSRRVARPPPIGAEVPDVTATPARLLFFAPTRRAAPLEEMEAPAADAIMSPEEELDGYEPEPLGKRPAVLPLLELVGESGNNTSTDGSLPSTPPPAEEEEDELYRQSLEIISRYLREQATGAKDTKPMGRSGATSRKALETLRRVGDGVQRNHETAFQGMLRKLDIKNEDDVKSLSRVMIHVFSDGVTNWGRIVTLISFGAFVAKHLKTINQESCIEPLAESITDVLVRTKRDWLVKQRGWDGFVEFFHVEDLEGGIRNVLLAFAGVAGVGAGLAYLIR
Bim-Bcl-B: disrupts Bim peptide binding to human Bcl-B; bead-based flow cytometry; inhibition, % at 10 µM; hit rate 0.073% among 190,000; Q9HD36;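 note: 0% = tracer peptide without compound and 100% = reference inhibitor peptide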
Bim-Bcl-2: inhibitors of Bim-Bcl-2 interaction, human | Bead-based flow cytometry, Bim peptide-Bcl-2 binding | AID 950 | hit rate 0.06% among 190,000 | inhibition, % at 10 µM; in the data active = inhibition above about 40%; inconclusive = no clear call, values can overlap the other calls;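 note: 0% = no compound wells with probe peptide and 100% = reference peptide inhibitor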
Bcl-W Bim block: inhibitors of Bim-Bcl-W interaction, human; Q92843; bead-based flow cytometry, Bim peptide-Bcl-W binding; inhibition, % at 10 µM; hit rate 0.02% among 190,000;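 note: 0% = bound tracer without compound and 100% = peptide blocker; higher means less fluorescent Bim peptide bound to Bcl-W beads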
* marks the source's active call; other numbers are inactive results; [ ] = remark or other dose. Cut-off read from the data, not from the text of the source, unless noted: active = inhibition above about 40%. Hits appear at their usual frequency; about 0.94% have a hit in one of these screens.

Results for CCOC(=O)c1c(C)[nH]c2c1cc(O)c1ccccc12 ?
Bcl-XL Bim block: -2; RGS8-Gao reg: 102; RGS7-Gao: 99; ABCG2 block: 36; RGS4-Gao reg: 103; ABCB1 block: 2.5; Bim-Bfl-1: -12; Mcl-1 Bim block: 0; Bim-Bcl-B: -5; Bim-Bcl-2: -7; Bcl-W Bim block: 1

How did C=C(C)COc1ccc(-c2ncncc2Oc2ccc(OC)cc2)c(O)c1 do in these assays?
Bcl-XL Bim block: -8; RGS8-Gao reg: 112; RGS7-Gao: 113; ABCG2 block: 6; RGS4-Gao reg: 112; ABCB1 block: 1.0; Bim-Bfl-1: 0; Mcl-1 Bim block: -2; Bim-Bcl-B: -2; Bim-Bcl-2: -1; Bcl-W Bim block: -3

How did NC(=O)c1ccc(NC(=O)CCCN2C(=O)c3ccccc3C2=O)cc1 do in these assays?
Bcl-XL Bim block: -3; RGS8-Gao reg: 102; RGS7-Gao: 100; ABCG2 block: 1; RGS4-Gao reg: 102; ABCB1 block: 0.3; Bim-Bfl-1: 1; Mcl-1 Bim block: -1; Bim-Bcl-B: -1; Bim-Bcl-2: 1; Bcl-W Bim block: -2

What do the screens show for `COc1cc(C2/C(=C(/O)c3ccc(F)cc3)C(=O)C(=O)N2CCCC(=O)O)ccc1O` (stereo not drawn)?
Bcl-XL Bim block: -1; RGS8-Gao reg: 98; RGS7-Gao: 98; ABCG2 block: 1; RGS4-Gao reg: 106; ABCB1 block: 0.1; Bim-Bfl-1: -1; Mcl-1 Bim block: 2; Bim-Bcl-B: 0; Bim-Bcl-2: -2; Bcl-W Bim block: 0

Results for Cc1c(C#N)c(N)nc2c3c(sc12)NC(=O)CC3c1ccc(Cl)cc1 (stereo not drawn) ?
Bcl-XL Bim block: -9; RGS8-Gao reg: 95; RGS7-Gao: 92; ABCG2 block: 1; RGS4-Gao reg: 93; ABCB1 block: 0.3; Bim-Bfl-1: -15; Mcl-1 Bim block: -4; Bim-Bcl-B: -9; Bim-Bcl-2: -6; Bcl-W Bim block: -4

How did Cc1cc2cc(OCC(=O)O)ccc2n1C do in these assays?
Bcl-XL Bim block: -9; RGS8-Gao reg: 99; RGS7-Gao: 98; ABCG2 block: 4; RGS4-Gao reg: 101; ABCB1 block: 0.4; Bim-Bfl-1: -21; Mcl-1 Bim block: -2; Bim-Bcl-B: -7; Bim-Bcl-2: -6; Bcl-W Bim block: -1

What do the screens show for `CCOC(=O)c1ccc(NC(=S)Nc2cccc(C)n2)cc1`?
Bcl-XL Bim block: -7; RGS8-Gao reg: 102; RGS7-Gao: 102; ABCG2 block: 7; RGS4-Gao reg: 104; ABCB1 block: 0.7; Bim-Bfl-1: 4; Mcl-1 Bim block: -4; Bim-Bcl-B: -7; Bim-Bcl-2: 3; Bcl-W Bim block: -1

Results for O=C(CSc1nncn1-c1cccnc1)N1CCOCC1 ?
Bcl-XL Bim block: -8; RGS8-Gao reg: 102; RGS7-Gao: 96; ABCG2 block: -1; RGS4-Gao reg: 100; ABCB1 block: 0.0; Bim-Bfl-1: -3; Mcl-1 Bim block: -3; Bim-Bcl-B: -6; Bim-Bcl-2: -3; Bcl-W Bim block: -1

Results for COc1ccccc1OCC(=O)Nc1ccccn1 ?
Bcl-XL Bim block: -5; RGS8-Gao reg: 99; RGS7-Gao: 102; ABCG2 block: 15; RGS4-Gao reg: 98; ABCB1 block: 0.8; Bim-Bfl-1: -19; Mcl-1 Bim block: -2; Bim-Bcl-B: -3; Bim-Bcl-2: -6; Bcl-W Bim block: 0

Results for COc1cc2c(cc1OC)C(=O)CC(C)S2 (stereo not drawn) ?
Bcl-XL Bim block: -6; RGS8-Gao reg: 101; RGS7-Gao: 99; ABCG2 block: 4; RGS4-Gao reg: 104; ABCB1 block: 0.9; Bim-Bfl-1: -1; Mcl-1 Bim block: -1; Bim-Bcl-B: -1; Bim-Bcl-2: -3; Bcl-W Bim block: -2

Results for O=C(O)C1=NOC(CNc2ncc(C(F)(F)F)cc2Cl)C1 (stereo not drawn) ?
Bcl-XL Bim block: -1; RGS8-Gao reg: 99; RGS7-Gao: 102; ABCG2 block: 2; RGS4-Gao reg: 102; ABCB1 block: 0.7; Bim-Bfl-1: -5; Mcl-1 Bim block: 2; Bim-Bcl-B: 0; Bim-Bcl-2: 0; Bcl-W Bim block: -2

What do the screens show for `COc1ccc(/C(N)=N/OC(=O)c2cccc([N+](=O)[O-])c2)cc1OC`?
Bcl-XL Bim block: 0; RGS8-Gao reg: 104; RGS7-Gao: 105; ABCG2 block: 4; RGS4-Gao reg: 110; ABCB1 block: 0.3; Bim-Bfl-1: -8; Mcl-1 Bim block: 1; Bim-Bcl-B: -5; Bim-Bcl-2: 0; Bcl-W Bim block: 3

What do the screens show for `C/C(=N\N=C1\NC(=O)C(CC(=O)Nc2ccc(C)c(Cl)c2)S1)C(C)(C)C` (stereo not drawn)?
Bcl-XL Bim block: -3; RGS8-Gao reg: 100; RGS7-Gao: 99; ABCG2 block: 0; RGS4-Gao reg: 97; ABCB1 block: -0.3; Bim-Bfl-1: -4; Mcl-1 Bim block: -1; Bim-Bcl-B: 0; Bim-Bcl-2: -7; Bcl-W Bim block: -4

Results for O=C1C=C(N(CCO)CCO)C2(CCCCC2)O1 ?
Bcl-XL Bim block: 0; RGS8-Gao reg: 95; RGS7-Gao: 103; ABCG2 block: -1; RGS4-Gao reg: 101; ABCB1 block: -0.4; Bim-Bfl-1: 1; Mcl-1 Bim block: 6; Bim-Bcl-B: 2; Bim-Bcl-2: 8; Bcl-W Bim block: 5

Results for Cc1ccc(S(=O)(=O)/N=C2\C(=O)c3ccccc3C([O-])=C2n2cc[n+](CCC(C)C)c2)cc1 ?
Bcl-XL Bim block: -1; RGS8-Gao reg: 101; RGS7-Gao: 105; ABCG2 block: 5; RGS4-Gao reg: 102; ABCB1 block: 0.8; Bim-Bfl-1: 1; Mcl-1 Bim block: -1; Bim-Bcl-B: 0; Bim-Bcl-2: 1; Bcl-W Bim block: -1

Results for COC(=O)CSc1nc(N)c(NC(=O)c2ccc(OC)c(OC)c2)c(=O)[nH]1 ?
Bcl-XL Bim block: -4; RGS8-Gao reg: 102; RGS7-Gao: 101; ABCG2 block: 5; RGS4-Gao reg: 99; ABCB1 block: 0.6; Bim-Bfl-1: -6; Mcl-1 Bim block: 0; Bim-Bcl-B: -6; Bim-Bcl-2: -5; Bcl-W Bim block: 1

Results for Cc1occc1C(=O)Nc1nnc(C2CCCCC2)s1 ?
Bcl-XL Bim block: -7; RGS8-Gao reg: 103; RGS7-Gao: 101; ABCG2 block: 55; RGS4-Gao reg: 103; ABCB1 block: 3.1; Bim-Bfl-1: -19; Mcl-1 Bim block: -3; Bim-Bcl-B: -9; Bim-Bcl-2: -8; Bcl-W Bim block: -5

What do the screens show for `COC(=O)C(F)(F)Sc1c(C)[nH]c2ccccc12`?
Bcl-XL Bim block: -10; RGS8-Gao reg: 111; RGS7-Gao: 158*[activator]; ABCG2 block: 5; RGS4-Gao reg: 119; ABCB1 block: 0.8; Bim-Bfl-1: -17; Mcl-1 Bim block: -5; Bim-Bcl-B: -12; Bim-Bcl-2: -13; Bcl-W Bim block: -2

Results for COc1ccc(N2C(=O)NC(NC(=O)c3cccnc3)(C(F)(F)F)C2=O)cc1 (stereo not drawn) ?
Bcl-XL Bim block: 0; RGS8-Gao reg: 102; RGS7-Gao: inconclusive; ABCG2 block: 8; RGS4-Gao reg: 103; ABCB1 block: 0.5; Bim-Bfl-1: -2; Mcl-1 Bim block: 3; Bim-Bcl-B: -1; Bim-Bcl-2: 0; Bcl-W Bim block: 3

Results for C=CCNc1sc(C(=O)c2ccccc2)c(N)c1-c1nc2ccccc2s1 ?
Bcl-XL Bim block: -7; RGS8-Gao reg: 96; RGS7-Gao: 95; ABCG2 block: 20; RGS4-Gao reg: 94; ABCB1 block: -1.0; Bim-Bfl-1: -13; Mcl-1 Bim block: -3; Bim-Bcl-B: -12; Bim-Bcl-2: -6; Bcl-W Bim block: -1

Results for CC[N+](CC)(CCCCS(=O)(=O)[O-])CCNP1(=O)C=C(c2ccccc2)OC(c2ccccc2)=C1 ?
Bcl-XL Bim block: 0; RGS8-Gao reg: 99; RGS7-Gao: 99; ABCG2 block: 5; RGS4-Gao reg: 101; ABCB1 block: 0.8; Bim-Bfl-1: -3; Mcl-1 Bim block: 1; Bim-Bcl-B: 0; Bim-Bcl-2: -3; Bcl-W Bim block: 0

Results for Cc1cc2c(c(=O)n1Cc1ccco1)C(c1cccnc1)C(C#N)=C(N)O2 (stereo not drawn) ?
Bcl-XL Bim block: -1; RGS8-Gao reg: 101; RGS7-Gao: 100; ABCG2 block: 5; RGS4-Gao reg: 97; ABCB1 block: 2.2; Bim-Bfl-1: -2; Mcl-1 Bim block: 0; Bim-Bcl-B: 1; Bim-Bcl-2: -1; Bcl-W Bim block: 0

What do the screens show for `COc1ccc(C2=NOC(C(=O)N3CCCCCC3)C2)cc1OC` (stereo not drawn)?
Bcl-XL Bim block: -9; RGS8-Gao reg: 103; RGS7-Gao: 103; ABCG2 block: 18; RGS4-Gao reg: 100; ABCB1 block: -1.2; Bim-Bfl-1: -20; Mcl-1 Bim block: -7; Bim-Bcl-B: -12; Bim-Bcl-2: -12; Bcl-W Bim block: -2

Results for O=C(c1ccc(F)cc1)N1CCN=C1c1ccccc1 ?
Bcl-XL Bim block: -7; RGS8-Gao reg: 100; RGS7-Gao: 101; ABCG2 block: 0; RGS4-Gao reg: 101; ABCB1 block: -0.2; Bim-Bfl-1: -2; Mcl-1 Bim block: -5; Bim-Bcl-B: -8; Bim-Bcl-2: -4; Bcl-W Bim block: -4

What do the screens show for `c1ccc(-c2csc(Nc3cccnc3)n2)cc1`?
Bcl-XL Bim block: -1; RGS8-Gao reg: 98; RGS7-Gao: 94; ABCG2 block: 2; RGS4-Gao reg: 96; ABCB1 block: 0.1; Bim-Bfl-1: -7; Mcl-1 Bim block: 1; Bim-Bcl-B: 0; Bim-Bcl-2: -1; Bcl-W Bim block: -1

How did CCC(C)[C@H](NC(=O)NCc1ccccc1)C(=O)O (stereo partly drawn) do in these assays?
Bcl-XL Bim block: -9; RGS8-Gao reg: 98; RGS7-Gao: 97; ABCG2 block: 0; RGS4-Gao reg: 99; ABCB1 block: 0.1; Bim-Bfl-1: -10; Mcl-1 Bim block: -1; Bim-Bcl-B: -8; Bim-Bcl-2: -6; Bcl-W Bim block: 0

How did COc1ccc(/C(N)=N/OC(=O)N2CCOCC2)cc1 do in these assays?
Bcl-XL Bim block: -4; RGS8-Gao reg: 106; RGS7-Gao: 103; ABCG2 block: -1; RGS4-Gao reg: 101; ABCB1 block: -0.3; Bim-Bfl-1: -7; Mcl-1 Bim block: 0; Bim-Bcl-B: -3; Bim-Bcl-2: -7; Bcl-W Bim block: -1

Compound activity as filed in PubChem.
